HCMV antiviral: qHTS Assay for inhibitors of the human cytomegalovirus (HCMV); HFF cells, HCMV-luciferase reporter, 72 h; stronger effect = lower value; activity change, negative = inhibition, % at 57.5 µM; 410,000 compounds, 4.5% hits; in the data active = activity change below about -60%; inconclusive = no clear call, values can overlap the other calls; inactive = above about -39%
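Cell-based, HFFs, 1000 cells/well, 16 h 37C; cpds in DMSO + HCMV-luc, MOI 1 PFU/cell; 72 h 37C; OneGlo luminescence after 5 min RT; norm. to buffer vs Salinomycin 10uM.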
Sm TGR block: qHTS Assay for the Inhibitors of Schistosoma Mansoni Peroxiredoxins | purified TGR, DTNB reduction, TNB absorbance 405 nm | Schistosoma mansoni thioredoxin glutathione reductase (TGR), Q962Y6 | Potency, µM (series often up to 114 µM), without a hit: at the highest dose activity change, negative = inhibition, actives largely listed as inhibitors | AID 485364, 2010 | 360,000 compounds, 3% hits; also: potency is read from the fitted curve at half-maximal effect; nearly all actives have a fitted effect of over 60% in size
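Kinetic colorimetric format: TGR-catalysed, NADPH-driven DTNB reduction monitored via TNB absorbance. Enzyme dispensed at 20 nM; compound exposure 15 min at room temperature before reaction start.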
AMA1 RON2 block: qHTS for Inhibitors of AMA1-RON; Towards Development of Antimalarial Drug Lead: Primary Screen. Plasmodium falciparum AMA1 (3D7) - RON2 peptide interaction. AlphaScreen AMA1-biotinylated RON2 peptide binding. Potency, µM (highest dose often 58.2 µM), for inactives: at the top dose activity change, negative = inhibition, actives largely listed as inhibitors. 360,000 compounds, 0.2% hits. AID 720542, 2013;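 also: potency is read from the fitted curve at half-maximal effect; 0% = vehicle wells and -100% = peptide control; nearly all actives have a fitted effect of over 45% in size; some results filed as inactive show a strong effect at the top dose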
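AMA1 (3D7) with his tag at 25 nM final met compounds first, then biotinylated RON2 peptide at 25 nM; detection used donor plus acceptor beads, 10 µg/mL apiece, read by AlphaScreen after 30 min at room temperature.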
LmPK inh: qHTS Assay for Inhibitors of Leishmania Mexicana Pyruvate Kinase (LmPK); Q27686; purified LmPK, Kinase-Glo ATP luminescence, 1 h; AID 1721, 2009; Potency, µM (highest dose often 57.5 µM), for the others: at the top dose activity change, negative = inhibition, actives largely listed as inhibitors; 290,000 compounds, 0.37% hits; also: potency is read from the fitted curve at half-maximal effect
Target sequence (Q27686 whole entry, looked up): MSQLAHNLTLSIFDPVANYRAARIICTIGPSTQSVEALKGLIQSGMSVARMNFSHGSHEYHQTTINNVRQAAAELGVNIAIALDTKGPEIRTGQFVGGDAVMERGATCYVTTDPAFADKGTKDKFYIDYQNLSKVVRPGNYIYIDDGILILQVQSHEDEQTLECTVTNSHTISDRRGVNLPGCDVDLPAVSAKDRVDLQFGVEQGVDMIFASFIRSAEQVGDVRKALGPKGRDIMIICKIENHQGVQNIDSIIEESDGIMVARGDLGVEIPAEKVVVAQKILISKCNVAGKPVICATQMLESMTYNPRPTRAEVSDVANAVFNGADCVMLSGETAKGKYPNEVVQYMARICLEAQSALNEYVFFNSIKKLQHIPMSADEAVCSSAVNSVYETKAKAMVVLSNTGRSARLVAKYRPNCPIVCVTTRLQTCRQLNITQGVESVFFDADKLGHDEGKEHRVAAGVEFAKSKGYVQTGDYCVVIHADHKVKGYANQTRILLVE
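ATP generated from ADP (0.1 mM) and PEP (0.5 mM) by 0.1 nM LmPK over 1 h at room temperature (pH 7.2 imidazole buffer) was detected by coupled luciferase luminescence. Values were normalized to uninhibited and no-enzyme wells.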
AmpC no deterg: qHTS Inhibitors of AmpC Beta-Lactamase (assay without detergent) | P00811 | AmpC nitrocefin hydrolysis, absorbance 480 nm, 0.0001% Triton | Potency, µM (titrated, usually from 57.1 µM), without a hit: at the highest dose activity change, negative = inhibition, most hits filed as inhibitors | 330,000 compounds, 0.52% hits | AID 485341, 2010;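 also: potency is read from the fitted curve at half-maximal effect; plate controls were no compound for no effect and no enzyme for full effect; nearly all actives have a fitted effect of over 20% in size; some results filed as inactive show a strong effect at the top dose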
Target sequence (P00811 whole entry, looked up): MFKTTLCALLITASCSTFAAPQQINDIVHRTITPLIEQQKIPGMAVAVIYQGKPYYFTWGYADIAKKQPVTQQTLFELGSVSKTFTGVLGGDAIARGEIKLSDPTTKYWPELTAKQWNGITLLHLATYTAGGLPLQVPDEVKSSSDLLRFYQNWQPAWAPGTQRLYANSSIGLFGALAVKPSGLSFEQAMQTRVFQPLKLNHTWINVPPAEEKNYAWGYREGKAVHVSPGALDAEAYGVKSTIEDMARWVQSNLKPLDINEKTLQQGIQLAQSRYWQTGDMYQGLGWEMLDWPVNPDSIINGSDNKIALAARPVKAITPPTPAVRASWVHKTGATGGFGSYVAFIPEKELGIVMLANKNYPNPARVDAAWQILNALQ
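20 mM phosphate pH 7.0 + 0.01% (detergent screen) or 0.0001% Triton X-100; 5.3 nM AmpC reagent; cpd preinc 15 min RT; nitrocefin (800 uM stock) to start; A480 q20 s × 4 min; Activity was normalised to no-enzyme and no-compound control wells.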
AmpC detergent: qHTS Inhibitors of AmpC Beta-Lactamase (assay with detergent). P00811. AmpC hydrolysis of nitrocefin, absorbance 480 nm, 0.01% Triton. Potency, µM (highest dose often 114 µM), inactives show at the highest dose activity change, negative = inhibition, actives largely listed as inhibitors. 370,000 compounds, 0.041% hits;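 also: potency is read from the fitted curve at half-maximal effect; 0% = no-compound wells and -100% = no-enzyme wells; nearly all actives have a fitted effect of over 25% in size; some results filed as inactive show a strong effect at the top dose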
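AmpC (5.3 nM in the dispensed reagent) in 20 mM phosphate pH 7.0 with 0.01% (detergent screen) or 0.0001% Triton X-100 was preincubated with compounds for 15 min at room temperature. Nitrocefin was then added from an 800 uM solution, and hydrolysis was followed at 480 nm.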
TbPYK inhibitor: qHTS of Trypanosoma Brucei Inhibitors; TbPYK enzyme, Kinase-Glo Plus ATP luminescence, 45 min; Potency, µM (series often up to 76.8 µM), for inactives: at the top dose activity, negative = inhibition, hits mostly inhibitors; 410,000 compounds, 0.12% hits; AID 624173, 2012; also: potency is read from the fitted curve at half-maximal effect; nearly all actives have a fitted effect of over 50% in size
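TbPYK + substrate in 50 mM TEA pH 7.2, 100 mM KCl, 10 mM MgCl2, 0.05% BSA, 0.01% Tween-20; cpd pinned; ADP 130 uM final; 45 min RT; Kinase-Glo Plus 10 min; luminescence endpoint.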
* = called active by the depositor; ? = inconclusive; . = no result given; & = joins results of further samples; [ ] = remark or other dose. Unless noted, calls follow the shape of the dose curve; as a rule, active = well fitted curve in the direction sought with a large enough effect; inconclusive = small, poorly fitted or top-dose-only effect, or another doubt; inactive = no such curve, though single readings can be large; an effect the other way counts as inactive or inconclusive. Unless noted, % is scaled to controls: 0 for no effect and ±100 for the full control effect.

Results follow in this order: HCMV antiviral, Sm TGR block, AMA1 RON2 block, LmPK inh, AmpC no deterg, AmpC detergent, TbPYK inhibitor
CCCCc1nc2ccccc2c(=O)n1NC(=O)c1c(O)c2c(n(CC(C)C)c1=O)CCCC2
    -79.1*, -24.6%, 20.6%, 2.7%, -2.7%, -12.8%, 1.5%
Cn1c(NCc2ccco2)nc2c1c(=O)n(Cc1ccc(Br)cc1)c(=O)n2C
    -3.7, -18.0%, -1.3%, 2.3%, 2.3%, -13.2%, -0.7%
CCOC(=O)c1cc(C)sc1NC(=O)c1ccc(Cl)s1
    ?, -2.1%, 8.4%, 1.6%, -12.0%, -7.8%, -6.8%
COC(=O)c1ccc(NS(=O)(=O)c2c(C)nc3sccn3c2=O)cc1
    ?, 10.6%, ., ., ., -7.8%, -0.3%
CS(=O)(=O)N1CCC(C(=O)Nc2ccc(Cl)cc2Cl)CC1
    31.1, ., -8.4%, ., ., ., 2.9%
COCCNC(=O)CSc1nc(-c2ccccc2)cs1
    33.8, 9.1%, 4.8%, -2.8%, -0.4%, -13.0%, -6.6%
Nc1nc(N)nc(C2C=CCCC2)n1 (stereo unspecified)
    -17.2, ., 33.6%[activator], ., ., ., -0.3%
CCCCOC(=O)CSC1=C(C#N)C(c2ccccc2OC)C(C#N)C(=O)N1 (stereo unspecified)
    -9.5, 4.2%, -12.6%, -0.2%, -41.3%, -12.1%, -2.2%
O=C(Nc1cnn(C23CC4CC(CC(C4)C2)C3)c1)c1cnn2c(C(F)(F)F)cc(-c3ccco3)nc12
    -21.6, -11.8%, -0.2%, -10.0%, -13.1%, -0.3%, 0.0%
CNc1ccc(C(=O)c2ccccc2C(=O)O)cc1[N+](=O)[O-]
    -28.5, 5.1%, 0.0%, 20.0%, -12.0%, -3.0%, 2.7%
Cc1ccccc1C(=O)Nc1ccc2c(C#N)c3nc4ccccc4nc3n2c1
    -65.0*, -25.1%, -7.5%, -16.6%, -41.3%, ?, -16.8%
COc1ccc(NC(=O)C23CCC(C)(C(=O)O2)C3(C)C)cc1 (stereo unspecified)
    -28.0, -15.2%, -2.9%, -0.9%, -11.0%, ?, -6.0%
COc1ccc2c(c1)OC[C@H]1[C@H]2N2C(=O)c3cc(OC)c(OC)cc3NC(=O)[C@@]2(C)[C@H]1c1ccccc1
    -15.0, -9.0%, -20.7%, ., 137.6%[activator], -9.2%, 2.6%
CCN(CC)S(=O)(=O)c1ccc(C(=O)OCCN2C(=O)c3cccc4c(N5CCOCC5)ccc(c34)C2=O)cc1
    -7.7, -8.0%, -10.9%, -0.5%, -17.3%, -15.1%, 2.5%
Cc1ccc(S(=O)(=O)N(C)CC(=O)N(C)CCOc2ccccc2)cc1
    35.6, ., -0.7%, ., ., ., 2.6%
CC(C)(C)OC(=O)N1CCN(c2ccc(NC(=O)c3ccco3)cc2)CC1
    -39.6, -13.2%, -11.4%, 4.4%, 23.4%, -4.9%, -0.3%
CN(C)c1ccc(/C=C(/C#N)C(=O)Nc2nc3c(s2)CCN(Cc2ccccc2)C3)cc1
    -39.7, ., -3.9%, ., ., ., -6.0%
Cc1nnc(SCC(=O)N2CCN(S(=O)(=O)c3ccccc3)CC2)n1Cc1ccccc1
    -7.0, -19.9%, 6.9%, -3.8%, 67.3%[activator], -21.1%, 2.7%
Cc1ccc(NC(=O)CSc2nc3[nH]c(=O)cc(O)c3s2)c(Br)c1
    15.1, -2.7%, 13.5%, ., ?, -6.0%, -0.8%
CCn1cc(Cl)c(C(=O)Nc2nccs2)n1
    -32.6, -1.4%, 11.0%, -2.9%, -5.9%, 3.6%, 1.8%
O=C(C(c1ccccc1)c1ccccc1)N1CCN(Cc2ccncc2)CC1
    -15.4, -2.9%[11.4 µM], -6.0%, -0.9%, 17.2%, ?, -5.1%
Cc1cc2c(=O)n(NC(N)=O)c(C)nc2s1
    11.3, 6.1%, 12.5%, -3.2%, -14.7%, -18.8%, -9.9%
Cc1[nH][nH]c(=O)c1C(c1cc(Br)ccc1O)c1c(C)[nH][nH]c1=O
    ?, ?, 21.7%, 1.0%, -28.3%, ?, 3.8%
O=C(Cc1ccccc1)Nc1cccc(-c2cn3cccnc3n2)c1
    27.2, 3.7%, ., ., ., 3.5%, 3.2%
O=C(Nc1cc(C(F)(F)F)ccc1Cl)c1ccncc1
    ?, 4.6%, 8.0%, 3.8%, -5.9%, -1.7%, -3.2%
COc1ccc(N(CC(=O)Nc2cc(C)ccc2C)S(=O)(=O)c2ccc(OC)c(OC)c2)cc1
    -25.2, -0.8%, ., ., ., 1.0%, 2.0%
CC(C)n1c(C(F)(F)F)nc2cc(C(=O)N3CCOCC3)ccc21
    -24.3, -17.0%, 14.9%, -2.9%, 1.2%, 1.7%, 5.7%
Cc1ccc(NC(=O)C2CCN(S(=O)(=O)c3c(C)nn(C)c3C)CC2)c(Cl)c1
    ?, -21.7%, -11.1%, 2.5%, 70.9%[activator], -8.1%, 1.7%
COC(=O)c1ccc(COC(=O)c2nn(C)c(=O)c3ccccc23)cc1
    18.6, -0.2%, 5.7%, 1.0%, -3.8%[2.29 µM], -2.8%, 7.8%
O=C(Cn1cc2c(n1)CCCCC2)NCCCN1CCOCC1
    ?, 2.8%, -1.6%, 2.3%, 44.7µM*, ?, -1.5%

Whole records, quoted from the list. Values in the order: HCMV antiviral, Sm TGR block, AMA1 RON2 block, LmPK inh, AmpC no deterg, AmpC detergent, TbPYK inhibitor
Profile of O=C(Cn1cc2c(n1)CCCCC2)NCCCN1CCOCC1 → ?, 2.8%, -1.6%, 2.3%, 44.7µM*, ?, -1.5%
Profile of Cc1ccc(NC(=O)C2CCN(S(=O)(=O)c3c(C)nn(C)c3C)CC2)c(Cl)c1 → ?, -21.7%, -11.1%, 2.5%, 70.9%[activator], -8.1%, 1.7%
Profile of COC(=O)c1ccc(COC(=O)c2nn(C)c(=O)c3ccccc23)cc1 → 18.6, -0.2%, 5.7%, 1.0%, -3.8%[2.29 µM], -2.8%, 7.8%

(next part)
Results follow in this order: HCMV antiviral, Sm TGR block, AMA1 RON2 block, LmPK inh, AmpC no deterg, AmpC detergent, TbPYK inhibitor
CCOc1ccccc1CN1CCN(CC2CC2)CC1CCO (stereo unspecified)
    77.6, -27.5%, 14.0%, -1.6%, 1.6%, 2.3%, 3.5%
COc1cc2c3c(c1OC)-c1cc(O)ccc1CC3NCC2 (stereo unspecified)
    -26.5, -2.6%, 1.7%, -0.6%, -24.4%, ?, 1.1%
O=C(CNC(=O)c1ccc(=O)[nH]c1)Nc1ccc(F)c(F)c1
    22.7, 8.4%, -7.8%, -1.8%, 1.0%, -20.2%, 9.6%
CCCNC(=O)C1(C)CCN(C(=O)c2ccccc2F)C1 (stereo unspecified)
    10.4, ., 8.5%, ., ., ., 0.1%
CCN(CC)CCSc1nc(O)c(C(C)C)c(=O)[nH]1
    47.9, 8.3%, 6.7%, 2.5%, -7.8%, -16.3%, -1.4%
COC(=O)c1cccc(N(CC(=O)NC2CCCC2)C(=O)CCC(=O)Nc2cc(C)on2)c1
    -0.8, 2.1%, 7.1%, 0.6%, 1.4%, -0.1%, 2.9%
Cc1cccc(Nc2nc3ccccc3n3c(N)nnc23)c1
    26.6, 1.8%, ., ., ., -5.0%, 0.6%
Cc1oc2cc(OCC(=O)O)ccc2c(=O)c1Oc1ccccc1
    20.8, 16.6%, 7.8%, -0.9%, -10.4%, -0.9%, -3.0%
Cc1occc1C(=O)N1CCN(S(=O)(=O)c2ccccc2)CC1
    11.4, -11.5%, -20.4%, -1.0%, 6.2%, -9.8%, 7.6%
CC1=C(C(=O)Nc2ccc(C(=O)N3CCN(c4cccc(Cl)c4)CC3)cc2)SCCO1
    4.7, -0.8%, -13.2%, -0.4%, 54.3%, -5.8%, 1.6%
Cc1oc2cc3oc(=O)c(CCC(=O)NCCC(=O)O)c(C)c3cc2c1C
    52.3, -10.4%, -4.2%, 1.2%, 0.3%, 2.7%, -0.6%
Nc1nnc(SCC(=O)NN2C(=O)NC3(CCCCC3)C2=O)s1
    -5.1, -0.5%, 12.7%[11.6 µM], -1.1%, -10.2%, 0.6%, 2.1%
CCCCn1nc(C(=O)Nc2ccc3c(c2)OCCO3)c2ccccc2c1=O
    -68.6*, 8.2%, -3.3%, ., 19.0%, 4.2%, 3.3%
CCOC(=O)N1CCN(C(=O)c2ccc3c(c2)N(Cc2cccc(Cl)c2)C(=O)c2ccccc2S3=O)CC1 (stereo unspecified)
    ?, -9.9%&2.1%, -7.7%, 1.0%, 131.6%[activator], 2.5%&5.2%, -2.9%&4.5%
COc1cccc(/C=N/NC(=O)c2ccc(CN3c4cccc5cccc(c45)S3(=O)=O)cc2)c1
    ?, 6.2%, -14.8%, 2.5%, -36.0%, ?, 5.8%
O=C(Nc1ccnn1C1CCN(CC(O)CO)CC1)C1CCCC1 (stereo unspecified)
    -9.1, -0.1%, 7.2%, 0.3%, 1.3%, 2.1%, 0.2%
CCCS(=O)(=O)NCCc1cc2ccc(OC)cc2[nH]c1=O
    108.9, -2.6%, 21.7%, -0.2%, -11.6%, ?, 4.3%
C[n+]1ccc(C(=O)Nc2ccccc2Cl)cc1
    61.1, ?, 3.2%, -0.9%, -21.6%, -11.5%, -10.3%
CCC(C)Sc1cccc(-c2nc3ccccn3c2NCc2ccccc2)c1 (stereo unspecified)
    142.6, ., 16.3%, ., -9.9%, ., 9.5%
CC(=O)c1sc(NC(=O)CN2C(=O)CCC2=O)nc1C
    8.9, ., -1.8%, ., ., ., 0.1%
COc1ccc(/C=N/NC(=O)c2ccn[nH]2)cc1Cn1cc([N+](=O)[O-])cn1
    -13.7, 6.1%, 18.9%, -5.2%, -8.4%, 3.5%, 4.8%
CCCCNC(=O)C1CC(=O)N(CCc2ccccc2)C1 (stereo unspecified)
    -30.7, 3.1%, -4.8%, -0.1%[11.5 µM], -10.9%, 7.4%, 0.2%
COc1ccc(Nc2nnc(SCC(=O)NC3CC3)s2)cc1
    7.9, 3.7%, -6.2%, ., -22.2%, ?, 23.2%
O=C(Nc1ccccc1)Nc1c(F)cccc1F
    12.3, 5.3%, -21.5%, -9.6%, -21.0%, -1.7%, -8.2%
